Assay outcomes from PubChem BioAssay.
ALOX12 inh – inhibitors of human 12S-lipoxygenase ALOX12; P18054; Potency, µM (series often up to 108 µM), for inactives: at the top dose activity change, negative = inhibition, usual class: inhibitors; 1.1% of 580,000 active; purified 12hLO, xylenol orange hydroperoxide absorbance; note: potency is the fitted concentration of half-maximal effect; % is set by controls: 0 for no effect and ±100 for the full control effect
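Purified human 12hLO (150 nM final) in 25 mM Hepes, 0.01% Triton X-100, pH 7.0 was preincubated 15 min at room temperature with compound. Then 40 uM arachidonic acid was added, 30 min. Hydroperoxide was read by Fe-XO absorbance ratio 573/405 nm.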
Pol kappa inh – inhibitors of human DNA polymerase kappa; Q9UBT6; purified Pol kappa, fluorescent DNA synthesis assay, 10 min; Potency, µM (titrated, usually from 107 µM), without a hit: at the highest dose activity, negative = inhibition, actives largely listed as inhibitors; 0.53% of 400,000 active; AID 588579; note: potency is the fitted concentration of half-maximal effect; % is set by controls: 0 for no effect and ±100 for the full control effect
Target sequence (Q9UBT6 whole entry, looked up): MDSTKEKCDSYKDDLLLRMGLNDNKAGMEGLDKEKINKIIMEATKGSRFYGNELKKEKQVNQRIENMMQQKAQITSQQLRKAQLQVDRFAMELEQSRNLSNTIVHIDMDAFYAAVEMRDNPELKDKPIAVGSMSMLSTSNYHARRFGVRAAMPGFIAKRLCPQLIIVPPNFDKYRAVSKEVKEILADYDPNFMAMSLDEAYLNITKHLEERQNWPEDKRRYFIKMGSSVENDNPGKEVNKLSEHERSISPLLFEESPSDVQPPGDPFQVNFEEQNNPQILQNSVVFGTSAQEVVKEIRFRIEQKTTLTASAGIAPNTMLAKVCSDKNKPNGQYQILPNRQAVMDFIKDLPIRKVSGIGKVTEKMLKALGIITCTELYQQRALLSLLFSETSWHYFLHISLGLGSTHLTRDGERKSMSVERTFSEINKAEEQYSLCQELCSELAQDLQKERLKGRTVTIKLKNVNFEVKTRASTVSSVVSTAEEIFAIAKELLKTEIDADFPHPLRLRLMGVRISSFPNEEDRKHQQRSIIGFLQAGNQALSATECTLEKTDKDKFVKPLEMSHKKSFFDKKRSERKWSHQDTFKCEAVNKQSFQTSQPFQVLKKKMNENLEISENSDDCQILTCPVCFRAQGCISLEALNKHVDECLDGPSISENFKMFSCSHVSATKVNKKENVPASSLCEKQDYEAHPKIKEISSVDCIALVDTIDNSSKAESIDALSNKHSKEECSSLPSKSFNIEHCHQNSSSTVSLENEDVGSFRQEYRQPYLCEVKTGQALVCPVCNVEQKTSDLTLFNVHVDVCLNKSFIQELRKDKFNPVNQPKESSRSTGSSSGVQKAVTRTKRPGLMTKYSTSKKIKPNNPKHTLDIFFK
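10 nM Pol kappa preincubated 15 min at room temperature with compounds, then reaction started with substrate at 50 nM final. Fluorescence read kinetically at 0 and 10 min; buffer-only wells served as negative control.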
ERG Ets-DNA blk – ERG Ets/DNA interaction inhibition. Potency, µM (doses to about 76.9 µM), for the others: at the top dose FP activity, negative = inhibition, most hits filed as inhibitors. fluorescence polarization, His-ERG Ets domain / labelled DNA. P11308. 0.028% of 370,000 active; active = well fitted inhibition curve with a large enough effect in the polarisation, with a control signal flat; inconclusive = small, poorly fitted or top-dose-only effect, or effect the other way, or a change in a side signal; inactive = no such curve, though single readings can be large or run the other way; the % refers to the polarisation;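 note: polarization taken with two DNA probes labelled with fluorescein and Texas red; potency is the fitted concentration of half-maximal effect; % of control where 0% means no effect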
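His-tagged ERG Ets domain (1 uM in the protein solution; 300mM KCl, 50mM Tris-HCl, 1mM EDTA, 1mM DTT, pH 7.5) received compound, then a probe mix of 5 nM fluorescein-DNA and 100nM Texas-615-DNA. Fluorescence polarization was read for both dyes.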
RGS4 inhibitor – inhibitors of human regulator of G protein signaling 4; Potency, µM (doses to about 114 µM), without a hit: top-dose activity change, negative = inhibition, actives largely listed as inhibitors; Transcreener GDP fluorescence polarization, RGS4-accelerated GTP hydrolysis; 0.039% of 390,000 active; AID 504845; note: potency is the fitted concentration of half-maximal effect; % is set by controls: 0 for no effect and ±100 for the full control effect; nearly all actives have a fitted effect of over 75% in size; some results filed as inactive show a strong effect at the top dose
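MLSMR compounds (23 nl, pin-transferred) preincubated 10 min at room temperature with a 500nM (2x) first reagent, then RGS4 at 900nM (2x) plus Transcreener GDP mix added; fluorescence polarization (620/688 nm) read before and after 90 min at 30 °C.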
Pol beta inh – DNA polymerase beta (human) inhibition; 1.3% of 340,000 active; P06746; Potency, µM (top dose mostly 114 µM), inactives show at the top dose activity change, negative = inhibition, most hits filed as inhibitors; Pol beta primer extension/strand displacement, fluorescence kinetic; note: potency is the fitted concentration of half-maximal effect; % is set by controls: 0 for no effect and ±100 for the full control effect
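Human Pol beta at 10 nM; strand-displacement substrate 50 nM final. Compound exposure 15 min at room temperature before start, reaction 10 min at room temperature.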
Pol eta inh – blocks human DNA polymerase eta activity; 1.2% of 390,000 active; Potency, µM (doses to about 114 µM), for inactives: top-dose activity change, negative = inhibition, usual class: inhibitors; Q9Y253; recombinant Pol eta, fluorescent DNA replication assay; note: potency is the fitted concentration of half-maximal effect; % is set by controls: 0 for no effect and ±100 for the full control effect
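Fluorescent replication assay: 50 nM final substrate added after a 15 min room-temperature compound preincubation with 10 nM enzyme. Signal taken at 0 min and again at 10 min.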
LDHA inh – inhibitors of human lactate dehydrogenase A. P00338. purified LDHA, NADH/diaphorase-resazurin fluorescence; stronger effect = lower value. activity change, % (values are at about 110 or 230 µM). 0.15% of 480,000 active; in the data active = activity change below about -30%; inconclusive = mostly about -25% to -30%;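 note: plate controls were DMSO wells for no effect and wells without enzyme for full effect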
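Remaining NADH was detected by diaphorase (0.133 mg/mL) converting 37 µM resazurin to fluorescent resorufin, read at 0 and 20 minutes. The preceding 5-minute room-temperature reaction used 2 nM LDHA, 0.2 mM sodium pyruvate and 0.06 mM NADH at pH 7.4.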
Anesthetic bind – binds horse apoferritin like a general anesthetic; P02791; apoferritin/1-aminoanthracene competitive binding, fluorescence; Potency, µM (series often up to 77.5 µM), inactives show at the top dose activity change, negative = displacement, usual class: inhibitors; 0.074% of 350,000 active; note: potency is the fitted concentration of half-maximal effect; % is set by controls: 0 for no effect and ±100 for the full control effect; nearly all actives have a fitted effect of over 20% in size
Target sequence (P02791 2-175 limits assumed): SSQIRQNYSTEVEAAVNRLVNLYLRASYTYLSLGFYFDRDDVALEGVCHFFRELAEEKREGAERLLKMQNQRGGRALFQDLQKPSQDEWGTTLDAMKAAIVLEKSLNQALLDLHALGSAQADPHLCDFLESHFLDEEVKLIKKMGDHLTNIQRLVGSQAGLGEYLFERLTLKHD
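Probe: 1-aminoanthracene (50% saturated, PBS). Protein: horse-spleen apoferritin, 10 uM. Incubation: 10 min, room temperature. Detection: 380 nm excitation, 535 nm emission. Analysis: normalized response, four-parameter Hill.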
APEX1 inh – blocks human APE1 abasic DNA cleavage; 0.35% of 350,000 active; P27695; recombinant APE1, TAMRA/BHQ-2 abasic DNA cleavage fluorescence; Potency, µM (doses to about 65.8 µM), for inactives: at the highest dose activity change, negative = inhibition, actives largely listed as inhibitors;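 note: potency is the fitted concentration of half-maximal effect; plate controls were vehicle for no effect and reference inhibitor for full effect; nearly all actives have a fitted effect of over 55% in size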
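Step 1: APE1 (0.75 nM) with compound, 15 min RT. Step 2: add 50 nM fluorophore/quencher THF duplex. Step 3: three fluorescence reads 60 s apart (525/598 nm); read 3 minus read 1 = reaction progress.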
An asterisk follows results filed as active; u = inconclusive; x = no result given; & = joins results of further samples; [ ] = dose if it differs, or a comment. Unless noted, calls come from the whole dose curve; as a rule, active = well fitted curve in the direction sought with a large enough effect; inconclusive = small, poorly fitted or top-dose-only effect, or another doubt; inactive = no such curve, though single readings can be large; an effect the other way counts as inactive or inconclusive. Not all compounds are listed (hit frequency here may not be typical).

SMILES | ALOX12 inh | Pol kappa inh | ERG Ets-DNA blk | RGS4 inhibitor | Pol beta inh | Pol eta inh | LDHA inh | Anesthetic bind | APEX1 inh
COc1nc(C)c2cc(C)oc2n1 | 1% | 3% | 11% | 3% | -12% | -15% | -5 | 2% | -1%
CN(C[C@H](Cc1ccccc1)N(C[C@@H](CC1CCCCC1)N(CCc1ccccc1)N=O)N=O)N=O | -6% | -9% | 5% | 2% | -22% | -6% | -6 | -5% | -5%
CCn1nc(C(=O)OCC(=O)c2ccc3c(c2)OCCO3)c2ccccc2c1=O | -11% | 3% | 0% | u | -2% | -8% | -10 | u | -7%
Cc1ccc(C=Nc2cccnc2N)cc1 | x | -26% | u | -17% | -26% | -21% | 4 | 330%[activator] | 0%
COc1cc(CN2CCCC(C(=O)N3CCc4ccccc4C3)C2)cc(OC)c1OC (centres undefined) | u | -3% | -4% | 8%[56.9 µM] | -12% | -3% | -12 | -7% | -12%
CC1CCCC(C)N1CCCNC(=O)CN1C(=O)COc2ccc(S(=O)(=O)N3CCOCC3)cc21 (centres undefined) | -26% | -10% | -10% | -7% | 8% | -6% | -4 | 4% | 9%
COc1cccc(C2NC(=O)CCC2[N+](=O)[O-])c1OC (centres undefined) | 5% | 0% | 6% | -24% | 9% | -9% | -5 | -1% | 66%[activator]
O=C1c2ccccc2-c2cccnc21 | 2% | 1%[60.1 µM] | -7% | 19% | 11% | -2% | -7 | -12% | -4%
O=S(=O)(c1ccc(F)cc1)N1CCCC(CO)C1 (centres undefined) | 7% | -2% | 0% | -4% | -11% | -16% | -7 | -12% | 2%
O=C1CC(SC2=NCCS2)C(=O)N1c1ccc(Br)cc1 (centres undefined) | u | -9% | -2% | u | 12% | -23% | -2 | -23% | -4%
Cc1ccc(SCC(=O)OC(C)C(=O)NCc2ccccc2)cc1C (centres undefined) | 2% | -13% | 5% | -20% | x | -16% | -1 | x | 35%
CNC(=O)NC(=O)CN1C(=O)NC2(CCOc3ccccc32)C1=O (centres undefined) | 6% | -17% | 9% | 1% | 8% | -20% | -7 | 36%[activator] | 58%
CC(c1nc2scc(-c3ccccc3)c2c(=O)[nH]1)N1CCN(CC(=O)NC2CC2)CC1 (centres undefined) | 1% | -3% | -4% | 38% | x | -5% | -10 | x | 8%
C/C(=N\OCC(=O)Nc1ccc(F)c(F)c1F)c1cc2ccccc2o1 | -8% | -4% | -7% | -24% | -10% | -16% | 3 | -9% | 5%
CCOc1cc(N2CCOCC2)c(OCC)cc1NC(=O)CSc1nc(N)cc(=O)[nH]1 | u | -6% | 2% | 8% | x | -7% | 1 | x | 3%
O=c1[nH]n2c(=O)c3c([nH]c2c1N=Nc1cccc(C(F)(F)F)c1)CCCC3 | u | -28% | -11% | -20% | 18µM* | u | -2 | -23% | -4%
O=C(NC1CCS(=O)(=O)C1)c1ccc2c(c1)OCO2 (centres undefined) | 12% | -6% | 2% | 11% | x | -19% | -5 | x | 32%
O=C(CN1CCN(c2cccc(C(F)(F)F)c2)CC1)N(C1CCCC1)C1CCS(=O)(=O)C1 (centres undefined) | u | -18% | 20% | -21% | x | -25% | -2 | x | 37%
CSc1nc2ccccc2n1C(=O)Oc1ccccc1 | -6% | -7% | -6% | -1% | -20% | 3% | -4 | -5% | 14%
Cc1cc(C(=O)NCCCn2ccnc2)cs1 | 7% | 6% | -1% | -4% | 4% | 6% | -2 | -11% | -7%
Cn1c(C(=O)N[C@@H](Cc2ccccc2)C(=O)O)cc2cc(Cl)ccc21 | u | -8% | 14% | -4% | 9% | -2% | -6 | 6% | 5%
Cc1ccc(N(CC(=O)NCCc2ccccc2)C(=O)CCC(=O)Nc2cc(C)ccn2)cc1 | u | 0% | 4% | -18% | -1% | -13% | -2 | -5% | 12%
Cc1cc(C)c(NC(=O)CSc2nc3c(c(=O)n2C)SC(C)C3)c(C)c1 (centres undefined) | u | 0% | 4% | 0% | u | -14% | -5 | 2% | 0%
CCCS(=O)(=O)N1CC(=O)N(c2ccc(C)c(Cl)c2)C(C)(C(=O)NC2CCCCCC2)C1 (centres undefined) | u | 6% | -3% | 8% | 11% | -14% | -3 | -2% | x
COc1ccc(OC)c(NC(=O)c2ccc(CN(c3cc(Cl)ccc3C)S(=O)(=O)c3ccccc3)cc2)c1 | 404%[activator] | -8% | -7% | -15% | 15% | -16% | -1 | -11% | -1%
COc1ccc(C(=O)Nc2ccc3oc(-c4cccc5c(Br)cccc45)nc3c2)cc1 | 2%&-27% | 1% | -1% | 16% | -15% | -20% | 4&-1 | -4% | x
O=S(=O)(c1ccc(Br)s1)N1CCN(CCc2ccccc2)CC1 | -13% | 2% | -16% | 12% | x | -13% | -5 | x | 10%
CCOC(=O)C1=C(C)Nc2sc(C(=O)c3ccc(OC)cc3)c(N)c2C1c1ccc(C(=O)OC)cc1 (centres undefined) | -19% | -20% | 1% | -19% | -16% | -11% | -3 | -19% | 0%
O=C(O)CC(CC(=O)Nc1nncs1)c1ccccc1 (centres undefined) | 0% | -3% | 0% | -24% | 0% | -10% | -12 | -13% | -1%
Cc1nc(Nc2cc(F)ccc2C)c2nnn(Cc3ccccc3)c2n1 | 0% | 1% | -5% | -39%[56.9 µM] | -21% | -21% | -3 | u | -20%
Cc1ccc(C(C(=O)NC2CCCC2)N(C(=O)c2csnn2)c2ccccc2)o1 (centres undefined) | -4% | 2% | 10% | -7% | 31% | -7% | -12 | -1% | 23%
CCOC(=O)CSc1nc(Nc2ccc3c(c2)OCO3)c2ccccc2n1 | 0% | -5% | 6% | -5% | -1% | -27% | -5 | 89%[activator] | -5%
Clc1ccc(CN=C(Nc2ccccc2)NC2CCCCC2)cc1 | -27% | 4% | 3% | -1% | 0% | -16% | -1 | -6% | -2%
Cc1ccnc(NC(=O)C2CC(=O)N(Cc3ccccc3)C2)c1 (centres undefined) | 0%&-14% | -4% | 3% | -7% | x | -11% | -7&0 | x | 6%
O=c1c[n+]([O-])c2ccccc2n1OCc1c(F)cccc1F | 0% | -5% | -4% | -11%[11.4 µM] | 0% | -10% | -5 | -4% | 0%
O=C(/C=C/c1ccccc1)c1ccc(NC2=NCCCS2)cc1 | -39% | -13% | 0% | u | 12% | u | 0 | -18% | -1%
Cc1ccccc1N(CC(=O)NCCc1ccccc1)C(=O)c1ccc(N2CCCC2)nc1 | 0% | 7% | -4% | -31% | -1% | -7% | 2 | u | -3%
CCN(c1cccc(C)c1)C(C(=O)Nc1ccc(OC)cc1)c1cc2c(cc1[N+](=O)[O-])OCO2 (centres undefined) | -4% | -4% | -5% | 2% | 6% | -20% | 12 | -17% | 5%
CCCn1c(CN2CCN(C(=O)OCC)CC2)nc2c1c(=O)n(C)c(=O)n2C | 5% | -5% | 2% | -3% | 38% | -15% | -7 | -2% | -2%
Cc1ccc2occ(/C=C/C(=O)c3ccccc3O)c(=O)c2c1 | 36%[activator] | -12% | 12% | 44% | 15% | 3% | -11 | -14% | -2%

Reprinted at random: three records from the list.
SMILES | ALOX12 inh | Pol kappa inh | ERG Ets-DNA blk | RGS4 inhibitor | Pol beta inh | Pol eta inh | LDHA inh | Anesthetic bind | APEX1 inh
O=C(/C=C/c1ccccc1)c1ccc(NC2=NCCCS2)cc1 | -39% | -13% | 0% | u | 12% | u | 0 | -18% | -1%
Cc1nc(Nc2cc(F)ccc2C)c2nnn(Cc3ccccc3)c2n1 | 0% | 1% | -5% | -39%[56.9 µM] | -21% | -21% | -3 | u | -20%
Cc1ccccc1N(CC(=O)NCCc1ccccc1)C(=O)c1ccc(N2CCCC2)nc1 | 0% | 7% | -4% | -31% | -1% | -7% | 2 | u | -3%

(further entries)
SMILES | ALOX12 inh | Pol kappa inh | ERG Ets-DNA blk | RGS4 inhibitor | Pol beta inh | Pol eta inh | LDHA inh | Anesthetic bind | APEX1 inh
CCc1nn2c(=O)cc(CSc3nc(C)cc(=O)[nH]3)nc2s1 | 4%[57.4 µM] | 4% | -6% | -12% | 1% | -12% | -2 | 0% | -12%
Cc1ccc2c(c1)nnn2C1CCN(S(=O)(=O)c2ccc(C(=O)N3CC(C)CC(C)C3)cc2)CC1 (centres undefined) | 6% | 1% | -13% | 17% | u | 4% | -2 | u | -2%
O=C(Nc1ccc(C(=O)O)cc1)Nc1cccc([N+](=O)[O-])c1 | -16% | -11% | 4% | -9% | 2% | -23% | -10 | -6% | -1%
Cc1ccc(NC(=O)Nc2ccccc2F)cc1S(=O)(=O)N1CCOCC1 | 214%[activator] | 11% | -2% | -10% | x | -21% | 3 | x | 27%
Cc1cc(C(F)(F)F)c(C#N)c(N2CCOCC2)n1 | -17% | -6% | 0% | -13%[11.4 µM] | 13% | -2% | 0 | -1% | 1%
CC(C)c1cc(C(=O)O)n(-c2ccccc2)n1 | u | -6%[60.1 µM] | x | -12% | 0% | 5% | -12 | -1% | -1%
CCOc1ccc(NC(=O)CSc2nc3ccsc3c(=O)n2CCC(=O)O)cc1 | -8% | -15% | 5% | 13%[56.9 µM] | -28% | -3% | -4 | -8% | -14%
N#CC1(NC(=O)CSc2ccccn2)CCCCC1 | -29%&26% | -10% | -15% | 32% | x | -8% | -4&0 | x | 8%
O=C(N=C1SC2CS(=O)(=O)CC2N1c1cc(Cl)ccc1Cl)C1CC1 (centres undefined) | 0% | -9% | 2% | 4% | -17% | -20% | -2 | 3% | -17%
